# Screening data deposited in PubChem BioAssay by National Center for Advancing Translational Sciences (NCATS).
# KAT2A inh – GCN5L2 (KAT2A) acetyltransferase inhibition. Q92830. Potency, µM (top dose mostly 58.9 µM), inactives show at the highest dose activity change, negative = inhibition, most hits filed as inhibitors. GCN5L2 HAT assay, ThioGlo1 CoA-SH fluorescence. AID 504327. 0.21% of 390,000 active
# Target sequence (Q92830 whole entry, looked up): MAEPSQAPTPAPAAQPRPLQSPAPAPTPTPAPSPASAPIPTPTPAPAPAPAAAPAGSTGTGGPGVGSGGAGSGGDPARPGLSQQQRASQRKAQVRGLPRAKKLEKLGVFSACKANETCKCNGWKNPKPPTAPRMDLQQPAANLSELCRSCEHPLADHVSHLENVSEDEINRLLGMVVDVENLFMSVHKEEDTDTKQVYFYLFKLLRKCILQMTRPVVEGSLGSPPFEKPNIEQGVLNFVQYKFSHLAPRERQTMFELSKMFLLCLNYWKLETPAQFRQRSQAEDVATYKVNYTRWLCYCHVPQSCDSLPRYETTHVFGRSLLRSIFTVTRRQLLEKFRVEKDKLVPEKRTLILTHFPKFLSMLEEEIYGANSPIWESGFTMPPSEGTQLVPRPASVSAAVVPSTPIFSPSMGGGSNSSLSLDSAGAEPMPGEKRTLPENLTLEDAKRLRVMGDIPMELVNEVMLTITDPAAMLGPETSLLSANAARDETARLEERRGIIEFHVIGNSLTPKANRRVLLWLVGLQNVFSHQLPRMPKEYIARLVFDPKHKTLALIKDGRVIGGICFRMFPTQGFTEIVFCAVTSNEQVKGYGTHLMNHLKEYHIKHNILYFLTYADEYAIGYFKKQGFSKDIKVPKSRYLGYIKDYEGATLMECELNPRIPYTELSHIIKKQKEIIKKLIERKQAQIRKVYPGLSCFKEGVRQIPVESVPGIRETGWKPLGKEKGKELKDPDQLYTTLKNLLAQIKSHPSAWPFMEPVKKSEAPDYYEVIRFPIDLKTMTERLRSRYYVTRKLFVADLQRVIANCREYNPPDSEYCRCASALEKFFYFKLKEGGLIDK
#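 Preincubate 20nM GCN5L2 with compound 15 min, RT → add 50uM ThioGlo1 + 75uM H3(1-25) + 70uM acetyl-CoA → read fluorescence 0 and 20 min. Primary qHTS; fluorescent artifacts likely.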
# TDP1 cell noCPT – qHTS for Inhibitors of human tyrosyl-DNA phosphodiesterase 1 (TDP1): qHTS in cells in absence of CPT; DT40 Tdp1-/- hTDP1 cells, no CPT, ATP luminescence, 48 h; Potency, µM (doses to about 46.2 µM), inactives show at the top dose activity change, negative = growth inhibition, actives largely listed as inhibitors; 15% of 420,000 active; AID 686978, 2013; further: nearly all actives have a fitted effect of over 55% in size
#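 Seeded 400 DT40-hTDP1 cells/well (vehicle DMSO, no 20 nM CPT); pinned compounds; ≥48 hr at 37 °C; CellTiter-Glo luminescence as viability measure.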
# TDP1 cell CPT – DT40-hTDP1 cell growth loss with CPT; chicken DT40 Tdp1-/-;hTDP1 cells + 20 nM CPT, ATP luminescence, 48 h; Potency, µM (series often up to 46.2 µM), without a hit: at the top dose activity change, negative = growth inhibition, hits mostly inhibitors; 12% of 420,000 active; AID 686979; further: nearly all actives have a fitted effect of over 55% in size
#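 Cell growth measured by CellTiter-Glo luminescence after a minimum 48 h, 37 C compound exposure with 20 nM CPT in Tdp1-knockout DT40 cells stably expressing hTDP1, seeded 400/well; qHTS titration format.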
# An asterisk follows results filed as active; ? = inconclusive; nt = no result given; [ ] = another dose, or the depositor's remark. The call rests on the fitted dose curve; in most records, active means well fitted curve in the direction sought with a large enough effect; inconclusive means small, poorly fitted or top-dose-only effect, or another doubt; inactive means no such curve, though single readings can be large; an effect the other way counts as inactive or inconclusive. On the % scale 0 is the no-effect control and ±100 the full control effect; potency means the concentration at half of the fitted maximal effect. This is a subset. The share of hits here may be higher or lower than overall.
molecule,TDP1 cell noCPT,TDP1 cell CPT,KAT2A inh
CC(C)OCCCNC(=O)CCCN1C(=O)CCn2nc(-c3cccn3C)cc21,-8.5%,-12.5%,-0.7%
Cc1cc(C)n2c(NC3CCCCC3)c(-c3cccnc3)nc2n1,16.4µM*,?,nt
O=C(c1ccccc1NS(=O)(=O)c1cccc([N+](=O)[O-])c1)N1CCOCC1,1.2%,-0.6%,-3.5%
COc1cccc(CN2CCC3(CC2)c2ccccc2[C@@H](NC(=O)c2ccccc2)[C@@H]3O)c1O,-29.9%,?,nt
O=[N+]([O-])c1ccc(C(O)CSC(=S)N2CCCCC2)cc1 (centres undefined),?,?,-3.2%
COc1cccc(C(=O)Nc2ccc(C(=O)c3ccncc3)cc2)c1,?,?,-2.7%
Cc1ccc(C(=O)Nc2nccc(C)n2)cc1,-0.6%,1.5%,-36.1%
Cc1ccc(S(=O)(=O)c2nnn3c2nc(NC(C)C)c2cc(Cl)ccc23)cc1C,2.2%,13.8%,0.9%
Fc1c(F)c(F)c(CSc2nc3ccccc3[nH]2)c(F)c1F,-13.2%,-17.8%,4.3%
Cc1[nH]c(C)c(S(=O)(=O)N2CCN(c3cccc(Cl)c3)CC2)c1C(=O)N1CCCC1,?,?,-0.4%
CCOC(=O)c1c(C)[nH]c(C(=O)C(C)OC(=O)c2cnc(C)cn2)c1C (centres undefined),?,14.2%,1.2%
O=c1c2ccccc2cnn1Cc1n[nH]c(=S)n1-c1ccc(F)c(Cl)c1,3.8%,3.8%,2.6%
O=C(/C=C/c1ccccc1)N1CCN(Cc2cc(=O)n3nc(-c4ccccc4Cl)sc3n2)CC1,?,?,-10.3%
CCOc1ccccc1NC(=O)C(Cc1ccccc1)NS(=O)(=O)c1ccc(Br)s1 (centres undefined),?,23.1µM*,?
Clc1ccc(-c2nnc3n2CCCCC3)cc1,7.8%,-11.2%,-11.9%
O=C(COC(=O)CNC(=O)C1CCCCC1)Nc1ccc2ccccc2c1,-25.7%,-8.3%,-3.1%
CN(/N=C/c1ccc(O)cc1O)c1ncc(C(F)(F)F)cc1Cl,?,?,-32.7%
CCOCCCNC(=O)C1CCN(S(=O)(=O)N2CCCC2)CC1,?,4.0%,-3.8%
Cc1cc(-c2ccccc2)n(-c2ccc(C(N)=O)cc2)n1,-6.7%,-17.1%,-3.8%
CCOC(=O)c1cnc2ccc(Cl)cc2c1NCCN(C)C,?,-3.0%,-0.5%
Cc1ccccc1OCCn1c(CCNC(=O)C(C)(C)C)nc2ccccc21,?,?,-12.8%
Cc1ccc(NC(=O)[C@@H](CC(C)C)NC(=O)[C@@H]2Cc3ccccc3CN2)cc1,17.5%,-6.2%,-5.4%
O=C(Nc1ccc(Cl)cc1)C(c1ccccc1)N(CCO)CCO (centres undefined),1.1%,-2.0%,0.0%
Cc1ccc(C(=O)COC(=O)c2cnccn2)cc1,-2.7%,9.6%,2.1%
CCc1nc2nc(C)cc(Nc3ccc(Br)cc3F)n2n1,?,16.4µM*,-5.4%
COc1cc(Br)cc(Br)c1OCC(=O)N/N=C/c1c(C)n(C)n(-c2ccccc2)c1=O,4.5%,9.8%,-2.6%
CC(=O)N1CCOc2ccc(S(=O)(=O)N3CCCCC3)cc21,19.8%,-0.1%,-2.8%
O=C(Cc1cccs1)N[C@@H]1C(=O)N2C(C(=O)[O-])=C(C[n+]3ccccc3)CS[C@H]12,-13.6%,-3.0%,nt
CCCCCOc1ccccc1Cn1c(=O)oc2ccc(C)cc21,-23.4%,-5.4%,-7.2%
COc1cccc(C(C)(O)c2nc(-c3cccc(C(=O)O)c3)cs2)c1 (centres undefined),4.3%,-22.4%,nt
COc1ccc(C2=CCCCCC2)c(OC)c1OC,?,?,nt
CN(c1ccc(C(=O)NC2CCCC2)cc1)S(=O)(=O)c1ccccc1,?,-22.9%,-1.3%
CN1CCN(c2ccccc2NC(=O)COc2ccc(C3CCCCC3)cc2)CC1,16.4µM*,?,-8.3%
CC(C)(C)CC(C)(C)N=C1Nc2cc(Cl)c(Cl)cc2N[C@]12C[C@H]1CCCC(=O)N3CC[C@@H](C2)[C@@H]13,11.2µM*,?,nt
[O-]/[N+](=C\c1cccc(Br)c1)c1ccccc1,?,?,-7.2%
CC(C)(C)c1ccc(NC(=O)COC(=O)CCN2C(=O)c3cccc([N+](=O)[O-])c3C2=O)cc1,8.8%,-3.2%,42.3%[activator]
Cc1cccc(C)c1NC(=O)Cn1c(=O)n(CCC(=O)NCc2ccccc2Cl)c(=O)c2sccc21,-4.3%,-0.9%,0.6%
CCOC(=O)c1sc(NC(=O)Cc2ccc(F)cc2)nc1C,23.5%,0.5%,-13.5%
Cc1ccc(N2CN(CCc3ccccc3)CNC2=S)cc1,-23.6%,-6.7%,-0.3%
O=C(N/N=C/c1cccs1)C(O)c1ccccc1 (centres undefined),-27.2%,5.9%,-2.2%
Cc1ccc(-n2ncc3c(NCCCN(C)C)ncnc32)cc1Cl,?,?,0.5%
CCCCCC1CC(=O)N(Cc2ccccc2)C(=O)N1 (centres undefined),?,-5.7%,1.4%
O=C(NNC(=O)c1cccc(C(F)(F)F)c1)c1ccncc1,5.7%,2.2%,3.6%
CN1CCN(C(=O)c2ccc3c(=O)n(Cc4ccc(Cl)cc4)c(=S)[nH]c3c2)CC1,?,20.6µM*,-0.5%
O=C(CCC1CCN(C(=O)C2CC=CCC2)CC1)Nc1ccccc1 (centres undefined),20.6µM*,?,nt
COc1ccccc1CNC(=O)CCN1C(=O)COc2ccccc21,1.3%,-3.7%,-4.0%
CCN(C(=O)c1nn(-c2ccc(OC)c(Cl)c2)c(=O)c2c1c1ccccc1n2C)c1cc(OC)ccc1OC,14.6µM*,?,-13.7%
Cc1cc(C)cc(N(CCC#N)C(=O)CSc2ncnc3sccc23)c1,?,?,4.5%
COc1ccccc1C(=O)N/C(=C\c1ccc(Br)cc1)C(=O)NCC(=O)O,-11.6%,5.3%,-0.4%
Cc1cc(-c2nnc(CCC(=O)NC(C)c3ccccc3Cl)o2)no1 (centres undefined),?,-26.2%,-12.2%
CC(C)(C)c1ccc(C(=O)c2c[nH]c(C(=O)NCCCn3ccnc3)c2)cc1,?,?,4.4%
CCCCOC(=O)C1=C(C)Nc2ncnn2C1c1ccc(OCC)c(OC)c1 (centres undefined),-20.5%,-22.4%,-3.8%
O=C(CSc1ncccn1)N1CCN(C(=O)CSc2ncccn2)CC1,-1.9%,3.1%,1.3%
NC(=O)c1c(NC(=O)c2ccccc2C(=O)O)sc2c1CCCC2,0.7%,2.1%,-1.5%
COc1ccc(-c2ccc3c(c2)S(=O)(=O)c2cccc(C(=O)NC4CCCCC4)c2C3=O)cc1OC,23.1µM*,14.6µM*,-1.9%
O=C(COc1ccc([N+](=O)[O-])cc1)Nc1nnc(-c2cccnc2)s1,-2.2%,-11.2%,?
CCOC(=O)c1cnc(SCC(=O)Nc2cc(C(F)(F)F)ccc2N2CCOCC2)nc1N,-11.3%,-25.3%,-4.1%
COc1ccc(CN(C)C(=S)Nc2ccc(Cl)cc2)cc1,-9.8%,-17.0%,-11.4%
O=S(=O)(NCc1nc2cccnc2n1Cc1ccccc1)c1ccc2c(c1)CCCC2,20.6µM*,?,-11.6%
CC(Sc1nc2ccccc2c(=O)n1CC1CCCO1)C(=O)N(C)Cc1ccccc1 (centres undefined),?,?,2.4%

# Sorted by formula weight (largest number first): 18 of the compounds above.
molecule,TDP1 cell noCPT,TDP1 cell CPT,KAT2A inh
CCN(C(=O)c1nn(-c2ccc(OC)c(Cl)c2)c(=O)c2c1c1ccccc1n2C)c1cc(OC)ccc1OC,14.6µM*,?,-13.7%
COc1ccc(-c2ccc3c(c2)S(=O)(=O)c2cccc(C(=O)NC4CCCCC4)c2C3=O)cc1OC,23.1µM*,14.6µM*,-1.9%
CCOC(=O)c1cnc(SCC(=O)Nc2cc(C(F)(F)F)ccc2N2CCOCC2)nc1N,-11.3%,-25.3%,-4.1%
CC(Sc1nc2ccccc2c(=O)n1CC1CCCO1)C(=O)N(C)Cc1ccccc1 (centres undefined),?,?,2.4%
COc1ccccc1C(=O)N/C(=C\c1ccc(Br)cc1)C(=O)NCC(=O)O,-11.6%,5.3%,-0.4%
CN1CCN(C(=O)c2ccc3c(=O)n(Cc4ccc(Cl)cc4)c(=S)[nH]c3c2)CC1,?,20.6µM*,-0.5%
O=C(CSc1ncccn1)N1CCN(C(=O)CSc2ncccn2)CC1,-1.9%,3.1%,1.3%
CCCCOC(=O)C1=C(C)Nc2ncnn2C1c1ccc(OCC)c(OC)c1 (centres undefined),-20.5%,-22.4%,-3.8%
Cc1cc(C)cc(N(CCC#N)C(=O)CSc2ncnc3sccc23)c1,?,?,4.5%
CC(C)(C)c1ccc(C(=O)c2c[nH]c(C(=O)NCCCn3ccnc3)c2)cc1,?,?,4.4%
Cc1cc(-c2nnc(CCC(=O)NC(C)c3ccccc3Cl)o2)no1 (centres undefined),?,-26.2%,-12.2%
Cc1ccc(-n2ncc3c(NCCCN(C)C)ncnc32)cc1Cl,?,?,0.5%
NC(=O)c1c(NC(=O)c2ccccc2C(=O)O)sc2c1CCCC2,0.7%,2.1%,-1.5%
COc1ccccc1CNC(=O)CCN1C(=O)COc2ccccc21,1.3%,-3.7%,-4.0%
COc1ccc(CN(C)C(=S)Nc2ccc(Cl)cc2)cc1,-9.8%,-17.0%,-11.4%
O=C(NNC(=O)c1cccc(C(F)(F)F)c1)c1ccncc1,5.7%,2.2%,3.6%
CCCCCC1CC(=O)N(Cc2ccccc2)C(=O)N1 (centres undefined),?,-5.7%,1.4%
O=C(N/N=C/c1cccs1)C(O)c1ccccc1 (centres undefined),-27.2%,5.9%,-2.2%

# (continued)
molecule,TDP1 cell noCPT,TDP1 cell CPT,KAT2A inh
CCC(C)C(NC(=O)OC(C)(C)C)C(=O)NC(C(=O)N1CCCC1C(N)=O)C(C)CC (centres undefined),?,-21.9%,-5.0%
O=C(CSC(=S)N1CCCC1)N/N=C/c1c(O)[nH]c(=S)[nH]c1=O,21.5%,3.5%,-14.7%
CCOC(=O)c1c(C)nc2c(c1-c1ccccc1)C(=O)CC(C)(C)C2,?,-14.7%,-5.5%
Cc1cc(NC(=O)C2(c3ccccc3)CCCC2)no1,?,-27.3%,3.1%
CC(C)CN(C(=O)c1ccco1)c1nc2ccccc2s1,?,-14.9%,-14.7%
CCN(CC(=O)Nc1ccc(Br)cc1)C(=O)Cc1cccc(F)c1,-24.9%,3.0%,-1.7%
Cc1c(NC(=S)NC(=O)C2CCCCC2)c(=O)n(-c2ccccc2)n1C,-3.0%,-0.8%,-0.6%
CCCNC(=O)C1(C)CCCN(C(=O)c2ccc3sccc3c2)C1 (centres undefined),?,?,nt
Cc1cc(C)c2sc(NC(=O)c3ccc([N+](=O)[O-])o3)nc2c1,?,?,2.2%
COc1ccc2oc(C(=O)OCC(=O)N3CCN(c4ccccc4)CC3)c(C)c2c1,?,-19.8%,-4.3%
O=C(Oc1ccccc1)c1ccccc1OS(=O)(=O)c1ccccc1,?,-4.6%,-2.8%
Cc1ccc(NC(=O)CSc2nnc3[nH]c(=O)cc(-c4ccccc4)n23)cc1Cl,3.6%,-7.2%,?
CCOC(=O)C1CCCN(c2nc3ccccc3nc2NS(=O)(=O)c2ccc(C)cc2)C1 (centres undefined),9.2%,5.8%,-8.5%
CNC(=O)c1sc(-c2cccnc2)nc1C,0.7%,-4.6%,0.5%
CCOC(=O)Cc1csc(NC(=O)CCS(=O)(=O)Cc2ccccc2)n1,-26.4%,?,-5.4%
CCCCCCCCCCCCCC(=O)Nc1ccc(/C=C/c2ccnc3ccccc23)cc1,17.8µM*,11.2µM*,nt
Cc1cn(CC(=O)NCc2nc3ccccc3[nH]2)c(=O)[nH]c1=O,1.0%,-8.8%,nt
